High-throughput results deposited in PubChem BioAssay by Broad Institute.
TcdB inh = inhibitors of Clostridioides difficile toxin B glycohydrolase; AID 652162; 0.24% of 350,000 active; inhibition, % at 9.99 µM; TcdB glycohydrolase enzymatic assay, plate reader; in the data active = inhibition above about 10%
Target sequence (P18177 whole entry, looked up): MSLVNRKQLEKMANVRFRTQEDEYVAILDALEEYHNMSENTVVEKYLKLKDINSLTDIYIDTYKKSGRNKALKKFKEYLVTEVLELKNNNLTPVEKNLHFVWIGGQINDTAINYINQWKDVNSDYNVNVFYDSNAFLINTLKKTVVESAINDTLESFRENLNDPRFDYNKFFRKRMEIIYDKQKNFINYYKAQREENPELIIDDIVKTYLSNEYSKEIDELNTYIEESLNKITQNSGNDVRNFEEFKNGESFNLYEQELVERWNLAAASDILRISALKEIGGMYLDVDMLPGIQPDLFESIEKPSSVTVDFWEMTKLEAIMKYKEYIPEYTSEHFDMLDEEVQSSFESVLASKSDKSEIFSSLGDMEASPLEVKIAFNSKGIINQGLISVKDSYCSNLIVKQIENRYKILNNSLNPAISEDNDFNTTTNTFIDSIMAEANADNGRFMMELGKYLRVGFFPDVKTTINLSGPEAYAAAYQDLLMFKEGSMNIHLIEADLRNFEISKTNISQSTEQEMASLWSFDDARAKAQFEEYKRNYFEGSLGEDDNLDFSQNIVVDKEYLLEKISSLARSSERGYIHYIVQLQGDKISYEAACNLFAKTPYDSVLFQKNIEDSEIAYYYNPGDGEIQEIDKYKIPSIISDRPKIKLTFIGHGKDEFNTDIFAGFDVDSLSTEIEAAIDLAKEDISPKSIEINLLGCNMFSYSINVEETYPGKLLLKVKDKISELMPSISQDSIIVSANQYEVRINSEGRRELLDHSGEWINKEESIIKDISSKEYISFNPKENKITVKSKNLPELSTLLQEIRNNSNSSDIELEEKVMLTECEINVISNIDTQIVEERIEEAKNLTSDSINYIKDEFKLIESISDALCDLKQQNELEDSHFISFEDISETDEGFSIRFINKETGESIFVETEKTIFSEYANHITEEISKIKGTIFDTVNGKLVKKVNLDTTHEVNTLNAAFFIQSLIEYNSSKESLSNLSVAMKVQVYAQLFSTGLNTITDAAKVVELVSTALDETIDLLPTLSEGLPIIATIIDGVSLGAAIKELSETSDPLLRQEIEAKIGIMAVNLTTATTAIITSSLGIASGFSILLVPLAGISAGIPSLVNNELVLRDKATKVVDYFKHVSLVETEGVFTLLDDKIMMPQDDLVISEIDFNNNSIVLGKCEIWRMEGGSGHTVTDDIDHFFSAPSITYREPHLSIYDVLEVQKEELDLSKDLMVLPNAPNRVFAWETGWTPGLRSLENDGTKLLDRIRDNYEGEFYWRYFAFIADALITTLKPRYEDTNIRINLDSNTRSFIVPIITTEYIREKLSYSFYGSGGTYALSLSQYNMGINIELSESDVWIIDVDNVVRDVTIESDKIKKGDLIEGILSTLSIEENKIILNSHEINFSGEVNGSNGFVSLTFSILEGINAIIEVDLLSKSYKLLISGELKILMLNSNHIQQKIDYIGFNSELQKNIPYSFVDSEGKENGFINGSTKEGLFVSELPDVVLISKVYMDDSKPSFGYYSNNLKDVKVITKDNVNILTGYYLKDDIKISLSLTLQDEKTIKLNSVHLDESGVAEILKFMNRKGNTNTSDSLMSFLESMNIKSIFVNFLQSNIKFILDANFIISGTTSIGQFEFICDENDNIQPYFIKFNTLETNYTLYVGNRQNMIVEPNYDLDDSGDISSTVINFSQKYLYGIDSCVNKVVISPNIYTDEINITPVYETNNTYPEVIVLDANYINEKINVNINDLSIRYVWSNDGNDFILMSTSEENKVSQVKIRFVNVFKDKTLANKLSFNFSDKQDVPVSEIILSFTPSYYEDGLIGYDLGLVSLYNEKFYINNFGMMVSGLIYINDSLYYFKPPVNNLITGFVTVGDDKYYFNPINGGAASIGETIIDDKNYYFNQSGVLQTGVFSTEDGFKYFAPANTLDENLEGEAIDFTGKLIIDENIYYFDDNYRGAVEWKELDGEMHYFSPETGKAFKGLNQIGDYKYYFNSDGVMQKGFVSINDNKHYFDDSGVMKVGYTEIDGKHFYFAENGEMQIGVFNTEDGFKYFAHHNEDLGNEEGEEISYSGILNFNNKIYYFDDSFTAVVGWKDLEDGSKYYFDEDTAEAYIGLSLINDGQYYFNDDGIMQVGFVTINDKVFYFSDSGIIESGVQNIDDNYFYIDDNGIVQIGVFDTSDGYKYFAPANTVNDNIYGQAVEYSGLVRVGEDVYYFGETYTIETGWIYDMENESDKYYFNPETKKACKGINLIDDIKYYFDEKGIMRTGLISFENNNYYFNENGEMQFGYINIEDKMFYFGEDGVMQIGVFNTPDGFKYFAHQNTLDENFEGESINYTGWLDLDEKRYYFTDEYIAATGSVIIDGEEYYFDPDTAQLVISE
* marks the source's active call; other numbers are inactive results. This is a subset; count on the stated rates, not on these rows.

SMILES	TcdB inh
CO[C@@H]1CN(C)C(=O)c2ccc(NC(=O)c3ccccc3)cc2OC[C@H](C)N(C(C)=O)C[C@@H]1C	0.5
Cc1ccc(S(=O)(=O)Nc2ccc3c(c2)C(=O)N([C@H](C)CO)C[C@@H](C)[C@@H](CN(C)S(=O)(=O)c2ccccc2)OCCCC[C@H](C)O3)cc1	0.0
C[C@H](CO)N1C[C@H](C)[C@H](CN(C)CC2CC2)Oc2c(NC(=O)C3CC3)cccc2C1=O	0.7
O=C(c1cnccn1)N1CC(=O)N2[C@@H](CO)[C@H](c3ccc(C#CCc4ccccc4)cc3)[C@@H]2C1	-0.7
COc1ccc([Si](C)(C)[C@@H]2[C@@H](CCO)O[C@]3(C(=O)N(Cc4ccccc4)c4ccc(N5C(=O)c6cccc7cccc5c67)cc43)[C@H]2C)cc1	-0.2
C[C@@H]1CN([C@@H](C)CO)C(=O)Cc2cc(NS(=O)(=O)c3ccccc3)ccc2O[C@H]1CN(C)C	-0.7
CCCNC(=O)[C@H]1N[C@H]2c3ccc(C4=CCCC4)c(=O)n3C[C@H]2[C@@H]1CO	0.5
C[C@@H]1CN([C@H](C)CO)C(=O)Cc2cc(NC(=O)CCCCCC(=O)Nc3ccccc3N)ccc2O[C@@H]1CN(C)S(=O)(=O)c1cn(C)cn1	0.3
COc1ccc(NC(=O)Nc2ccc3c(c2)C(=O)N([C@@H](C)CO)C[C@H](C)[C@@H](CN(C)C(=O)Nc2ccccc2)O3)cc1	-0.6
C[C@H]1CN([C@@H](C)CO)C(=O)c2cccc(NC(=O)C3CCOCC3)c2O[C@H]1CN(C)CC1CCCCC1	-1.1
C[C@H](CO)N1C[C@H](C)[C@@H](CN(C)Cc2ccccc2)Oc2ccc(NC(=O)CCC(F)(F)F)cc2C1=O	-0.5
CN(C)CC(=O)Nc1ccc2c(c1)[C@@H]1C[C@@H](CC(=O)NCc3ccccn3)O[C@H](CO)[C@@H]1O2	-2.1
COCC#Cc1ccc([C@@H]2[C@H](CO)N3CCCCN(Cc4cccnc4)C[C@@H]23)cc1	-0.4
C[C@@H]1CCCCO[C@H](CN(C)S(=O)(=O)c2ccccc2)[C@H](C)CN([C@H](C)CO)C(=O)c2cc(NS(=O)(=O)c3ccc(F)cc3)ccc2O1	0.0
C[C@@H]1CN([C@H](C)CO)C(=O)c2cc(NC(=O)Nc3cccc4ccccc34)ccc2O[C@H]1CN(C)S(C)(=O)=O	0.2

As entered above.
Value of `C[C@@H]1CN([C@@H](C)CO)C(=O)Cc2cc(NS(=O)(=O)c3ccccc3)ccc2O[C@H]1CN(C)C` under TcdB inh: -0.7
Value of `C[C@H](CO)N1C[C@H](C)[C@@H](CN(C)Cc2ccccc2)Oc2ccc(NC(=O)CCC(F)(F)F)cc2C1=O` under TcdB inh: -0.5

(listing goes on)
SMILES	TcdB inh
C[C@H]1CN([C@@H](C)CO)C(=O)c2cccc(N(C)C)c2O[C@@H]1CN(C)C(=O)Nc1ccc(C(F)(F)F)cc1	8.2
CCCC#Cc1cnc2c(c1)C(=O)N([C@@H](C)CO)C[C@H](C)[C@@H](CN(C)S(=O)(=O)c1ccccc1)O2	0.2
O=C(C[C@@H]1C=C[C@H](NS(=O)(=O)c2ccccc2)[C@H](CO)O1)NCc1ccncn1	0.0
Cc1ccccc1S(=O)(=O)N1[C@H](C#N)[C@H](c2ccc(-c3ccccc3)cc2)[C@H]1CO	0.1
C[C@@H]1CN([C@@H](C)CO)C(=O)c2cccc(NS(=O)(=O)c3ccccc3)c2O[C@H]1CN(C)C(=O)NC1CCCCC1	0.0
C[C@H](CO)N1C[C@H](C)[C@H](CN(C)C(=O)Nc2ccc(C(F)(F)F)cc2)Oc2ccc(NS(=O)(=O)c3cccs3)cc2C1=O	0.8
CC(C)NC(=O)N(C)C[C@@H]1Oc2ccc(NC(=O)CCC(F)(F)F)cc2CC(=O)N([C@H](C)CO)C[C@@H]1C	-0.6
CCCNC(=O)[C@H]1[C@H](CO)[C@H]2Cn3c(ccc(-c4cccc(F)c4)c3=O)[C@@H]1N2C(=O)CC	1.4
C[C@@H]1CCCCO[C@@H](CN(C)Cc2ccncc2)[C@H](C)CN([C@H](C)CO)C(=O)c2cc(NC(=O)Nc3cccc4ccccc34)ccc2O1	-1.6
C[C@H]1CN([C@@H](C)CO)S(=O)(=O)c2ccc(C#Cc3ccncc3)cc2O[C@@H]1CN(C)C(=O)C1CCCCC1	0.1
COc1ccc2c3c([nH]c2c1)[C@H](CO)N(Cc1cccc(Cl)c1)CC31CCN(C)CC1	-12
N#C[C@H]1[C@@H](c2ccc(-c3ccccc3F)cc2)[C@@H](CO)N1C(=O)C1CC1	-2.1
CC(=O)N(C)C[C@H]1Oc2cc(-c3ccncc3)ccc2S(=O)(=O)N([C@H](C)CO)C[C@H]1C	-1.6
C=CCOC(=O)[C@H]1[C@@H]2C(=O)O[C@@H](c3ccccc3)[C@@H](c3ccccc3)N2[C@@H](c2ccc(OCCOC(=O)[C@H]3C[C@H]4C(=O)NCC(=O)N4[C@H]3c3ccc(O)cc3)cc2)[C@]12C(=O)Nc1ccccc12	0.0
CCCC(=O)Nc1ccc2c(c1)C(=O)N(C)C[C@H](OC)[C@@H](C)CN(C(=O)C1CCCC1)[C@@H](C)CO2	0.0
C=CC[C@]1(C(=O)NCCCOC)COC(c2ccc(OCCCO)cc2)=N1	-6.9
COc1cccc(-c2cnc3c(c2)C(=O)N([C@H](C)CO)C[C@H](C)[C@H](CN(C)C(=O)Nc2ccc(F)cc2)O3)c1	0.4
CO[C@@H]1CN(C)C(=O)c2cc(NC(=O)C3CC3)ccc2OC[C@@H](C)N(C(=O)c2cnccn2)C[C@H]1C	-0.3
CCCN(C)C[C@H]1Oc2cc(-c3cccc(OC)c3)ccc2S(=O)(=O)N([C@H](C)CO)C[C@H]1C	-0.3
C[C@@H]1CN([C@@H](C)CO)C(=O)Cc2cc(NC(=O)Cc3cn(C)c4ccccc34)ccc2O[C@@H]1CN(C)Cc1ccccc1	0.1
O=S(=O)(NC[C@@H]1N[C@@H](CO)[C@H]1c1ccccc1)c1ccccc1	-0.3
C[C@@H]1CN([C@@H](C)CO)C(=O)c2cc(NC(=O)C3CC3)ccc2O[C@@H]1CN(C)S(=O)(=O)c1ccc(Cl)cc1	-0.8
C[C@@H]1CN([C@@H](C)CO)C(=O)c2cc(NC(=O)NC3CCCCC3)ccc2O[C@@H](C)CCCCO[C@@H]1CN(C)C(=O)CCC(F)(F)F	-1.0
O=C(C[C@@H]1CC[C@H]2[C@@H](COC[C@H](O)CN2Cc2ccc(Oc3ccccc3)cc2)O1)N1CCN(c2ccccc2)CC1	-1.1
Cc1ccc(S(=O)(=O)N(C)C[C@H]2Oc3cc(C#CC4CCCC4)ccc3S(=O)(=O)N([C@@H](C)CO)C[C@@H]2C)cc1	-0.9
COc1ccccc1NC(=O)N1CC(=O)N2[C@H](CO)[C@H](c3ccc(-c4ccccc4)cc3)[C@@H]2C1	-1.2
COc1ccc(CN(C)C[C@H]2OCCCC[C@@H](C)Oc3ccc(NS(=O)(=O)c4ccc(F)cc4)cc3C(=O)N([C@@H](C)CO)C[C@H]2C)cc1	0.4
O=C(NCC[C@@H]1CC[C@@H](NC(=O)c2cccnc2)[C@H](CO)O1)Nc1ccc(F)cc1	0.5
C[C@@H]1CN([C@@H](C)CO)C(=O)c2cc(NS(C)(=O)=O)ccc2O[C@@H]1CN(C)Cc1ccc(C(=O)Nc2ccccc2N)cc1	-0.6
CC(C)NC(=O)N(C)C[C@@H]1Oc2ccc(NC(=O)CCCCCC(=O)Nc3ccccc3N)cc2CC(=O)N([C@@H](C)CO)C[C@@H]1C	-0.4
C[C@H]1CN([C@@H](C)CO)C(=O)c2cc(-c3ccccc3F)cnc2O[C@@H]1CN(C)C(=O)C1CCC1	-0.2
CCNC(=O)C[C@@H]1CC[C@H]2[C@@H](COc3ccc(NC(=O)NC(C)C)cc3C(=O)N2C)O1	0.9
C[C@H]1CN([C@@H](C)CO)S(=O)(=O)c2ccc(/C=C/c3ccccc3)cc2O[C@@H]1CN(C)Cc1cccnc1	-1.2
O=C(C1CCCC1)N1[C@@H](CO)[C@@H](c2ccccc2)C12CN(CCC(F)(F)F)C2	-0.5
C[C@@H]1CN([C@H](C)CO)C(=O)c2ccccc2-c2ccccc2CO[C@@H]1CN(C)S(=O)(=O)c1ccc(C#N)cc1	0.0
C[C@@H]1CN([C@@H](C)CO)C(=O)c2cccc(NC(=O)NC3CCCCC3)c2O[C@@H]1CN(C)CC1CCCCC1	-1.1
C[C@@H]1CN([C@H](C)CO)C(=O)c2cc(NC(=O)NC3CCCCC3)ccc2O[C@@H]1CN(C)S(=O)(=O)c1ccccc1	-0.9
C[C@H](CO)N1C[C@H](C)[C@@H](CN(C)C(=O)Nc2ccc(F)cc2)Oc2ccc(NC(=O)c3ccncc3)cc2C1=O	0.5
C[C@@H]1CN([C@H](C)CO)S(=O)(=O)c2ccc(-c3cncnc3)cc2O[C@H]1CN(C)Cc1cncnc1	-0.6
COc1ccc(NC(=O)N(C)C[C@@H]2Oc3ccc(NC(=O)Nc4ccc(C(F)(F)F)cc4)cc3CC(=O)N([C@@H](C)CO)C[C@@H]2C)cc1	0.4
C[C@@H]1CCCCO[C@@H](CN(C)C(=O)Nc2ccc3c(c2)OCO3)[C@H](C)CN([C@H](C)CO)C(=O)c2cc(NS(=O)(=O)c3cn(C)cn3)ccc2O1	0.3
COc1ccc(NC(=O)Nc2cccc3c2O[C@@H](CN(C)CC2CCCCC2)[C@@H](C)CN([C@@H](C)CO)C3=O)cc1	0.3
CCC(=O)N1CC[C@@H]2[C@H](CO)Nc3ccc(-c4ccc(F)cc4)cc3[C@@H]21	0.8
C[C@@H]1CN([C@H](C)CO)C(=O)Cc2cc(NS(=O)(=O)c3ccc(Cl)cc3)ccc2O[C@@H]1CN(C)Cc1ccncc1	0.2
C/C=C/c1ccc2c(c1)O[C@H](CN(C)C(=O)CN1CCOCC1)[C@H](C)CN([C@@H](C)CO)S2(=O)=O	0.0

Exported in markdown: entries from further up.
| Molecule | TcdB inh |
| --- | --- |
| C[C@H]1CN([C@@H](C)CO)S(=O)(=O)c2ccc(/C=C/c3ccccc3)cc2O[C@@H]1CN(C)Cc1cccnc1 | -1.2 |
| COc1ccc(NC(=O)Nc2cccc3c2O[C@@H](CN(C)CC2CCCCC2)[C@@H](C)CN([C@@H](C)CO)C3=O)cc1 | 0.3 |
| C[C@H]1CN([C@@H](C)CO)C(=O)c2cc(-c3ccccc3F)cnc2O[C@@H]1CN(C)C(=O)C1CCC1 | -0.2 |
| COc1ccc(NC(=O)N(C)C[C@@H]2Oc3ccc(NC(=O)Nc4ccc(C(F)(F)F)cc4)cc3CC(=O)N([C@@H](C)CO)C[C@@H]2C)cc1 | 0.4 |
| CCC(=O)N1CC[C@@H]2[C@H](CO)Nc3ccc(-c4ccc(F)cc4)cc3[C@@H]21 | 0.8 |
| O=C(C1CCCC1)N1[C@@H](CO)[C@@H](c2ccccc2)C12CN(CCC(F)(F)F)C2 | -0.5 |

(list continues)
SMILES	TcdB inh
Cc1noc(C)c1S(=O)(=O)Nc1ccc2c(c1)C(=O)N([C@@H](C)CO)C[C@@H](C)[C@@H](CN(C)S(=O)(=O)c1ccc(F)cc1)OCCCC[C@H](C)O2	0.4
COc1ccc(S(=O)(=O)N(C)C[C@@H]2Oc3ccc(NC(=O)NC4CCCCC4)cc3CC(=O)N([C@@H](C)CO)C[C@@H]2C)cc1	0.4
Cc1noc(C)c1S(=O)(=O)N(C)C[C@@H]1Oc2ccc(NC(=O)Nc3ccc(F)cc3)cc2CC(=O)N([C@@H](C)CO)C[C@H]1C	-0.9
C[C@@H]1CN([C@@H](C)CO)C(=O)Cc2cc(NC(=O)Nc3ccc(F)cc3)ccc2O[C@@H]1CN(C)Cc1ccc(C(F)(F)F)cc1	-1.2
O=C(C[C@@H]1CC[C@@H]2[C@H](COC[C@H](O)CN2Cc2ccc(Cl)cc2)O1)NCc1cccc(F)c1	-4.4
C[C@@H]1CN([C@H](C)CO)C(=O)c2cccc(NS(=O)(=O)c3cccs3)c2O[C@@H]1CN(C)CC1CCCCC1	0.4
CC(C)C#Cc1ccc2c(c1)O[C@H](CN(C)S(=O)(=O)c1cn(C)cn1)[C@H](C)CN([C@@H](C)CO)S2(=O)=O	0.6
O=C(C[C@@H]1C[C@@H]2c3cc(NC(=O)c4ccc5c(c4)OCO5)ccc3O[C@@H]2[C@H](CO)O1)NCc1ccc(Oc2ccccc2)cc1	0.5
COCC(=O)N(C)C[C@H]1Oc2ncc(C#CCC3CCCC3)cc2C(=O)N([C@@H](C)CO)C[C@H]1C	0.8
Cc1noc(C)c1S(=O)(=O)Nc1ccc2c(c1)C(=O)N([C@H](C)CO)C[C@H](C)[C@H](CN(C)CC1CCCCC1)OCCCC[C@H](C)O2	-3.4
CCC(=O)N1C[C@@H](C)[C@H](OC)CN(C)C(=O)c2ccc(NC(=O)c3ccc(OC)cc3)cc2OC[C@H]1C	2.1
O=C(C[C@H]1CC[C@H]2[C@@H](COC[C@@H](O)CN2CCc2ccccc2)O1)NCCCN1CCOCC1	-0.8
COc1ccccc1S(=O)(=O)N(C)C[C@@H]1OCc2ccccc2-c2ccccc2C(=O)N([C@H](C)CO)C[C@H]1C	0.1
COc1ccc(NC(=O)Nc2ccc3c(c2)C(=O)N([C@@H](C)CO)C[C@@H](C)[C@@H](CN(C)C(=O)C2CCCCC2)OCCCC[C@H](C)O3)cc1	-5.2
CO[C@H]1CN(C)C(=O)c2cc(NC(=O)C3CCCC3)ccc2OC[C@@H](C)N(C(=O)CC2CC2)C[C@@H]1C	-0.2
C[C@@H]1CN([C@H](C)CO)C(=O)c2cc(NS(C)(=O)=O)ccc2O[C@@H]1CN(C)C	-8.6
CO[C@H]1CN(C)C(=O)c2cc(NS(=O)(=O)c3cccc(F)c3)ccc2OC[C@@H](C)N(Cc2cc(F)ccc2F)C[C@@H]1C	0.9
COCC(=O)Nc1ccc2c(c1)[C@@H]1C[C@H](CC(=O)NC3CCCC3)O[C@H](CO)[C@@H]1O2	0.0
